Assay outcomes deposited in PubChem by Broad Institute.
T cruzi HTS: intracellular Trypanosoma cruzi inhibition; actives 4.9% (n = 22,000); intracellular Trypanosoma cruzi in host cells, plate reader; activity score (inhibition), % at 5.01 µM; in the data active = activity score above about 55%;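 note: parasites and compound incubated about four days before reading; 0% = median of neutral control wells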
INS-1E rescue: rescue of cytokine-induced death in INS-1E beta cells. INS-1E cytokine-induced death, ATP luminescence, 48 h; normalised: neutral wells 0, positive control 100. protection from cytokine-induced ATP loss, % at 10 µM. actives 0.1% (n = 20,000). AID 488910;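 active = mean replicate protection from cytokine-induced ATP loss at least 50% and at least 75% of replicates each reaching 50%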
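Assay system – rat INS-1E insulinoma cell line · Quantity – 8000 cells per well · Buffer or medium – RPMI without phenol red, 5% FBS · Schedule – 48 h co-treatment, 10 min post-lysis read · Technique – luminescent ATP assay (CellTiter-Glo)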
* = called active by the depositor; . = not tested or not shown.

SMILES	T cruzi HTS	INS-1E rescue
C[C@H]1CN([C@@H](C)CO)C(=O)c2cccc(NC(=O)C3CC3)c2O[C@@H]1CN(C)C(=O)NC1CCCCC1	-12	9
COc1ccc(S(=O)(=O)Nc2cccc3c2O[C@@H](CN(C)C(=O)Nc2c(C)noc2C)[C@@H](C)CN([C@H](C)CO)C3=O)cc1	-4	7
Cc1ccc(CN(C)C[C@H]2OCc3cnnn3CCCC(=O)N([C@@H](C)CO)C[C@@H]2C)cc1	28	-2
COC(=O)CCCCCCC(=O)N/N=C/c1ccc(O)c2ccccc12	-2	18
C[C@H](CO)N1C[C@H](C)[C@H](CN(C)Cc2ccc(C(F)(F)F)cc2)Oc2c(NS(=O)(=O)c3ccc(Cl)cc3)cccc2C1=O	44	-26
C[C@@H]1CCCCO[C@H](CN(C)C(=O)CCCN(C)C)[C@@H](C)CN([C@H](C)CO)C(=O)c2cc(NC(=O)Cc3ccccc3)ccc2O1	-4	-1
O=C(CCCCC(=O)NN=C1CCCCCC1)NO	3	2
O=C(N/N=C/c1cccnc1Br)c1ccccc1O	-13	-30
C[C@H](CO)N1C[C@H](C)[C@H](CN(C)S(=O)(=O)c2ccc(Cl)cc2)Oc2ccc(NS(=O)(=O)c3ccc(Cl)cc3)cc2CC1=O	25	-4
CC(C)=CCC[C@H](C)C/C=N/NC(=O)c1cccc(C(=O)NO)c1	-8	3
COc1ccc(NC(=O)N(C)C[C@@H]2Oc3c(NC(=O)Nc4cccc5ccccc45)cccc3C(=O)N([C@H](C)CO)C[C@@H]2C)cc1	18	-1
C[C@@H]1CN([C@@H](C)CO)C(=O)c2cc(NC(=O)Nc3ccc(C(F)(F)F)cc3)ccc2O[C@H]1CN(C)Cc1ccncc1	14	4
COc1ccc(NC(=O)Nc2ccc3c(c2)C(=O)N([C@@H](C)CO)C[C@@H](C)[C@H](CN(C)C(=O)Nc2ccccc2)O3)cc1	-3	-13
C[C@@H]1CN([C@H](C)CO)C(=O)Cc2cc(NS(C)(=O)=O)ccc2O[C@@H]1CN(C)Cc1ccc(C(=O)Nc2ccccc2N)cc1	-13	7
C[C@H]1CN([C@@H](C)CO)C(=O)c2cc(NS(=O)(=O)c3ccc(Cl)cc3)ccc2O[C@@H]1CN(C)S(=O)(=O)c1cn(C)cn1	-23	-1
Cc1ccc(S(=O)(=O)N(C)C[C@H]2Oc3c(NS(=O)(=O)c4cccs4)cccc3C(=O)N([C@H](C)CO)C[C@@H]2C)cc1	9	1
C[C@@H]1CN([C@@H](C)CO)C(=O)CCCn2nncc2CO[C@H]1CN(C)S(=O)(=O)c1ccc(Cl)cc1	2	.
C[C@@H]1CN([C@@H](C)CO)C(=O)c2cccc(N(C)C)c2O[C@H]1CN(C)Cc1ccc(Oc2ccccc2)cc1	33	-3
Cc1ccc(S(=O)(=O)N(C)C[C@H]2Oc3ccc(NC(=O)Nc4ccc(F)cc4)cc3C(=O)N([C@H](C)CO)C[C@H]2C)cc1	-5	2
C[C@@H](O)[C@@H](O)[C@@H](O)C/C=N/NC(=O)c1cccc(C(=O)NO)c1	-12	5
C[C@H]1CN([C@@H](C)CO)C(=O)c2cccc(NC(=O)Nc3cccc4ccccc34)c2O[C@@H]1CN(C)S(=O)(=O)c1cccs1	17	2
C[C@@H]1CN([C@H](C)CO)C(=O)c2cccc(NC(=O)Nc3ccc4c(c3)OCO4)c2O[C@@H]1CN(C)S(C)(=O)=O	-34	4
C[C@@H]1CN([C@@H](C)CO)C(=O)c2cc(NC(=O)NC3CCCCC3)ccc2O[C@@H]1CN(C)Cc1ccc(Cl)c(Cl)c1	-2	-18
Cc1noc(C)c1S(=O)(=O)N(C)C[C@H]1Oc2ccc(NC(=O)Nc3ccccc3)cc2CC(=O)N([C@@H](C)CO)C[C@@H]1C	-10	5
C[C@H]1CN([C@@H](C)CO)C(=O)CCCn2nncc2CO[C@@H]1CN(C)C(=O)C1CC1	-24	.
(list continues)
SMILES	T cruzi HTS	INS-1E rescue
Cc1ccc(S(=O)(=O)N(C)C[C@@H]2Oc3ccc(N(C)C)cc3C(=O)N([C@@H](C)CO)C[C@H]2C)cc1	-10	-1
CNC[C@H]1Oc2ccc(NS(=O)(=O)c3cn(C)cn3)cc2C(=O)N([C@@H](C)CO)C[C@@H]1C	-21	-1
C[C@H](CO)N1C[C@H](C)[C@@H](CN(C)C(=O)NC2CCCCC2)Oc2ccc(NC(=O)C3CC3)cc2C1=O	9	.
C[C@@H]1CN([C@H](C)CO)C(=O)c2cccc(NC(=O)C3CCCCC3)c2O[C@H]1CN(C)Cc1ccc(Cl)c(Cl)c1	60*	-17
C[C@H](CO)N1C[C@H](C)[C@H](CN(C)S(=O)(=O)c2cccs2)Oc2c(NS(=O)(=O)c3cccs3)cccc2C1=O	22	-15
COc1ccc(S(=O)(=O)N(C)C[C@H]2Oc3c(NC(=O)CCCCCC(=O)Nc4ccccc4N)cccc3C(=O)N([C@@H](C)CO)C[C@@H]2C)cc1	22	-10
Cc1noc(C)c1NC(=O)Nc1ccc2c(c1)C(=O)N([C@H](C)CO)C[C@@H](C)[C@@H](CN(C)Cc1ccc3c(c1)OCO3)O2	-12	2
C[C@H]1CN([C@@H](C)CO)C(=O)c2cc(NC(=O)Cn3cnnn3)ccc2O[C@H]1CN(C)Cc1ccc2c(c1)OCO2	-16	-5
C[C@H](CO)N1C[C@H](C)[C@H](CN(C)S(=O)(=O)c2ccc(Cl)cc2)Oc2ccc(NC(=O)Nc3cccc4ccccc34)cc2C1=O	5	-5
C[C@@H]1CN([C@@H](C)CO)C(=O)Cc2cc(NC(=O)Nc3cccc4ccccc34)ccc2O[C@@H]1CN(C)C(=O)Nc1ccc(C(F)(F)F)cc1	46	-30
C[C@@H]1CN([C@H](C)CO)C(=O)Cc2cc(NC(=O)C3CC3)ccc2O[C@@H]1CN(C)Cc1ccc(-c2ccccc2)cc1	-7	-15
CCCN(C)C[C@H]1OCCCC[C@@H](C)Oc2ccc(NS(=O)(=O)c3ccc(C)cc3)cc2C(=O)N([C@H](C)CO)C[C@@H]1C	12	13
C[C@H]1CN([C@@H](C)CO)C(=O)c2cc(NS(=O)(=O)c3ccc(F)cc3)ccc2O[C@@H]1CN(C)Cc1ccc(-c2ccccc2)cc1	50	-16
C[C@@H]1CN([C@@H](C)CO)C(=O)c2cccc(NC(=O)NC3CCCCC3)c2O[C@@H]1CN(C)C(=O)Nc1ccc2c(c1)OCO2	-9	2
CCCC(O)C#Cc1cnc2c(c1)C(=O)N([C@H](C)CO)C[C@H](C)[C@H](CN(C)Cc1cccc(C(F)(F)F)c1)O2 (stereo not given in full)	25	.
C[C@H]1CN([C@@H](C)CO)C(=O)Cc2cc(NC(=O)C3CCCCC3)ccc2O[C@@H]1CN(C)Cc1ccc(C(F)(F)F)cc1	54	-37
C[C@@H]1CN([C@@H](C)CO)C(=O)c2cccc(NC(=O)Nc3ccc(F)cc3)c2O[C@@H]1CN(C)S(=O)(=O)c1ccccc1	35	-9
Cc1ccc(S(=O)(=O)N(C)C[C@@H]2Oc3ccc(NS(=O)(=O)c4cn(C)cn4)cc3C(=O)N([C@@H](C)CO)C[C@H]2C)cc1	-10	12
COc1ccc(CN(C)C[C@H]2Oc3ccc(NC(=O)Nc4ccccc4)cc3C(=O)N([C@@H](C)CO)C[C@@H]2C)cc1	-5	2
COc1ccc(NC(=O)Nc2ccc3c(c2)CC(=O)N([C@H](C)CO)C[C@@H](C)[C@H](CN(C)C(=O)Nc2ccc(C(F)(F)F)cc2)O3)cc1	-1	-10
C[C@H]1CN([C@@H](C)CO)C(=O)Cc2cc(NC(=O)Cc3cn(C)c4ccccc34)ccc2O[C@@H]1CN(C)S(=O)(=O)c1cccs1	9	10
C[C@H]1CN([C@@H](C)CO)C(=O)c2cc(NC(=O)Nc3ccc(F)cc3)ccc2O[C@H]1CN(C)C(=O)Nc1ccc2c(c1)OCO2	-11	-3
Cc1noc(C)c1S(=O)(=O)N(C)C[C@H]1Oc2ccc(NC(=O)Nc3ccc(C(F)(F)F)cc3)cc2CC(=O)N([C@H](C)CO)C[C@H]1C	2	1
C[C@H]1CN([C@@H](C)CO)C(=O)c2cccc(NC(=O)Nc3ccc(C(F)(F)F)cc3)c2O[C@@H]1CN(C)Cc1ccncc1	27	-5
COc1ccc(NC(=O)Nc2cccc3c2O[C@@H](CN(C)S(C)(=O)=O)[C@H](C)CN([C@H](C)CO)C3=O)cc1	-7	6
Later entries:
SMILES	T cruzi HTS	INS-1E rescue
C[C@@H]1CN([C@H](C)CO)C(=O)c2cccc(NS(C)(=O)=O)c2O[C@@H]1CN(C)C(=O)Nc1ccc(C(F)(F)F)cc1	1	0
C[C@@H]1CN([C@H](C)CO)C(=O)c2cccc(NS(=O)(=O)c3cccs3)c2O[C@@H]1CN(C)Cc1ccc(C(=O)O)cc1	68*	14
C[C@H](CO)N1C[C@H](C)[C@H](CN(C)C(=O)Nc2ccc3c(c2)OCO3)Oc2c(NC(=O)C3CCOCC3)cccc2C1=O	-17	7
Cc1noc(C)c1NC(=O)N(C)C[C@@H]1Oc2c(NC(=O)C3CC3)cccc2C(=O)N([C@@H](C)CO)C[C@@H]1C	-3	15
COc1ccc(S(=O)(=O)Nc2cccc3c2O[C@@H](CN(C)S(=O)(=O)c2ccc(F)cc2)[C@H](C)CN([C@@H](C)CO)C3=O)cc1	15	-4
CC(C)NC(=O)N(C)C[C@H]1Oc2c(NC(=O)C3CCCCC3)cccc2C(=O)N([C@H](C)CO)C[C@@H]1C	-39	10
Cc1noc(C)c1S(=O)(=O)Nc1ccc2c(c1)CC(=O)N([C@H](C)CO)C[C@@H](C)[C@H](CN(C)CC1CCCCC1)O2	-24	-6
C[C@H]1CN([C@@H](C)CO)C(=O)Cc2cc(NC(=O)Cc3ccccc3)ccc2O[C@@H]1CN(C)CC1CCCCC1	1	-3
C[C@@H]1CN([C@@H](C)CO)C(=O)Cc2cc(NC(=O)Cc3ccccc3)ccc2O[C@@H]1CN(C)S(=O)(=O)c1ccccc1	9	-9
COc1ccc(S(=O)(=O)Nc2cccc3c2O[C@H](CN(C)C(=O)Nc2ccc(C(F)(F)F)cc2)[C@H](C)CN([C@H](C)CO)C3=O)cc1	4	-8
CC(C)NC(=O)N(C)C[C@@H]1Oc2c(NS(=O)(=O)c3ccc(Cl)cc3)cccc2C(=O)N([C@@H](C)CO)C[C@H]1C	0	4
C[C@@H]1CN([C@H](C)CO)C(=O)Cc2cc(NC(=O)Cn3cnnn3)ccc2O[C@H]1CN(C)Cc1ccc(Cl)c(Cl)c1	-28	4
C[C@H]1CN([C@@H](C)CO)C(=O)c2cccc(NC(=O)c3ccncc3)c2O[C@H]1CN(C)CC1CC1	-17	9
O=C(N/N=C/c1ccc(CO)o1)c1ccccn1	-28	4
COc1ccc(S(=O)(=O)N(C)C[C@H]2Oc3c(NS(=O)(=O)c4c(C)noc4C)cccc3C(=O)N([C@@H](C)CO)C[C@H]2C)cc1	7	5
C[C@@H]1CN([C@@H](C)CO)C(=O)c2cccc(NC(=O)c3nc4ccccc4s3)c2O[C@@H]1CN(C)C(=O)Nc1ccc2c(c1)OCO2	10	-14
C[C@H]1CN([C@@H](C)CO)C(=O)c2cccc(NC(=O)NC3CCCCC3)c2O[C@H]1CN(C)Cc1ccc(C(=O)Nc2ccccc2N)cc1	60*	-19
Cc1ccc(S(=O)(=O)Nc2ccc3c(c2)C(=O)N([C@H](C)CO)C[C@H](C)[C@H](CN(C)C(=O)CCCN(C)C)OCCCC[C@@H](C)O3)cc1	-12	2
C[C@@H]1CN([C@@H](C)CO)C(=O)c2cc(NC(=O)CCCCCC(=O)Nc3ccccc3N)ccc2O[C@H]1CN(C)Cc1ccc(C(F)(F)F)cc1	7	-4
COc1ccc(/C=N/NC(=O)c2ccccn2)c(OC)c1	-4	-10
C[C@H](CO)N1C[C@H](C)[C@H](CN(C)CC2CC2)Oc2ccc(NC(=O)Cc3cn(C)c4ccccc34)cc2C1=O	8	-1
C[C@H](CO)N1C[C@H](C)[C@@H](CN(C)Cc2ccc3c(c2)OCCN3C)OCc2cn(nn2)CCCC1=O	-10	.

Looked up one by one from the entries so far, 7 records:
SMILES	T cruzi HTS	INS-1E rescue
C[C@H]1CN([C@@H](C)CO)C(=O)c2cccc(NC(=O)NC3CCCCC3)c2O[C@H]1CN(C)Cc1ccc(C(=O)Nc2ccccc2N)cc1	60*	-19
Cc1ccc(S(=O)(=O)Nc2ccc3c(c2)C(=O)N([C@H](C)CO)C[C@H](C)[C@H](CN(C)C(=O)CCCN(C)C)OCCCC[C@@H](C)O3)cc1	-12	2
C[C@H]1CN([C@@H](C)CO)C(=O)Cc2cc(NC(=O)Cc3ccccc3)ccc2O[C@@H]1CN(C)CC1CCCCC1	1	-3
C[C@H](CO)N1C[C@H](C)[C@@H](CN(C)Cc2ccc3c(c2)OCCN3C)OCc2cn(nn2)CCCC1=O	-10	.
C[C@@H]1CN([C@@H](C)CO)C(=O)Cc2cc(NC(=O)Cc3ccccc3)ccc2O[C@@H]1CN(C)S(=O)(=O)c1ccccc1	9	-9
C[C@H](CO)N1C[C@H](C)[C@H](CN(C)C(=O)Nc2ccc3c(c2)OCO3)Oc2c(NC(=O)C3CCOCC3)cccc2C1=O	-17	7
C[C@@H]1CN([C@H](C)CO)C(=O)Cc2cc(NC(=O)Cn3cnnn3)ccc2O[C@H]1CN(C)Cc1ccc(Cl)c(Cl)c1	-28	4

Rows were taken by chance; overall some 5.3% were active at least once.
